Screening data: PubChem BioAssay, several laboratories
CaV13 FRET inh = Disruptors of the CACNA1D IQ motif to Ca2+-dependent inactivation inhibitor domain association, primary screening, Förster resonance energy transfer in intact living … | hit rate 0.098% among 340,000 | HEK cells, CFP/YFP FRET ICDI-IQ, plate reader, 10 min; percent FRET-ratio fall versus neutral wells | inhibition, % at 12.3 µM | AID 743397;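 active = mean replicate inhibition of at least 30% and at least 1% of replicates passing that level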;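 note: 0% = median of the neutral control wells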
HIF-2a block = HIF-2a reporter inhibitors, primary screen, luminescence, 786-0 RCC cells; AID 624352, 2012; inhibition, % at 18.8 µM; hit rate 0.72% among 360,000; 786-0 RCC cells HIF-2a reporter, luciferase luminescence, overnight;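 active = inhibition of the luminescence signal of 40% or more relative to plate controls, in a single-dose primary screen at 18.75 µM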
PDI inh = inhibitors of human PDI, primary screen, biochemical, turbidity, single point, plate reader; Protein disulfide-isomerase (Homo sapiens), P07237; PDI insulin aggregation turbidity, A650, 90 min; inhibition, % at 10 µM; hit rate 0.052% among 350,000;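 active = mean inhibition across replicates of 30% or more, whatever share of single replicates reach that level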;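 note: absorbance from insulin aggregation driven by PDI reduction with DTT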
Target sequence (P07237 whole entry, looked up): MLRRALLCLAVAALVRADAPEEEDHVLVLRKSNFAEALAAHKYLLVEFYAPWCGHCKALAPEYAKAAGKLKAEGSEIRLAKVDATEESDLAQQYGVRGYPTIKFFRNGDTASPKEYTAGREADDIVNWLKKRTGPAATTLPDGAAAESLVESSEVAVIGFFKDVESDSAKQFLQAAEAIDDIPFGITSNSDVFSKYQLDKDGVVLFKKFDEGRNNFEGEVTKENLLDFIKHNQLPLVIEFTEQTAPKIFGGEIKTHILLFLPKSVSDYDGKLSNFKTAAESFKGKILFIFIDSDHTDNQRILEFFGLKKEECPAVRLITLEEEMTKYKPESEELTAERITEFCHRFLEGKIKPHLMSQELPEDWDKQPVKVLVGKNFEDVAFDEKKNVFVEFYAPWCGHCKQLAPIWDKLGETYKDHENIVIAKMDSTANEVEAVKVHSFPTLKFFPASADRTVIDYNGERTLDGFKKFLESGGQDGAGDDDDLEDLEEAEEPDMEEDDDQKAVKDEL
NR2E3 ag-1 = inhibitors of NR2E3-RetCOR corepressor binding, primary screen, NR2E3 agonist project, biochemical, TR-FRET, GST-NR2E3, biotin-RetCOR. Photoreceptor-specific nuclear receptor (Homo sapiens), Q9Y5X4. 1536-well. inhibition of corepressor binding, % at 4.78 µM. hit rate 0.12% among 320,000. AID 2300, 2010;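 active = percent inhibition above the cutoff of mean plus 3 SD of all tested compounds, set per screening campaign, cut at about 20% in these data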;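 note: 0% = DMSO wells and 100% = biotin wells as full block of FRET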
Target sequence (Q9Y5X4 whole entry, looked up): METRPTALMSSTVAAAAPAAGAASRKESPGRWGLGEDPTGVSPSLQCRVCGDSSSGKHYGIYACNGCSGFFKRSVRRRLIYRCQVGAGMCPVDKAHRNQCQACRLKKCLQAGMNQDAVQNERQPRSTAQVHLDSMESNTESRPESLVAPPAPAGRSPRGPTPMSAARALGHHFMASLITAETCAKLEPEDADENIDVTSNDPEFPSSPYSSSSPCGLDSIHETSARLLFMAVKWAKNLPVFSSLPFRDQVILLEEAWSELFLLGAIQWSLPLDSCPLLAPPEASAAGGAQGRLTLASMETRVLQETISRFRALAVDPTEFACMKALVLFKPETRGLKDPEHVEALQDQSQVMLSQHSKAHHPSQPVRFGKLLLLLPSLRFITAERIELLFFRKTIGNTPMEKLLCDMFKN
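System: GST-tagged NR2E3 plus biotinylated RetCOR corepressor; Buffer or medium: pH 7.5 Tris-based buffer; Probe or stimulus: RetCOR corepressor, biotinylated, 7 nM; Doses: compound at 4.8 µM, single dose; Schedule: 5 h incubation at 4 °C; Technique: time-resolved FRET; Evaluation: percent inhibition of TR-FRET ratio; Replication: one well per compound, singlicate testing.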
KKLEB cytotox = cytotoxicity in KKLEB CF airway cells, primary screen, cytotoxicity control for CF NF-kB inhibitor project, cell-based, uHTS, fluorescence assay plates; KKLEB CF airway cells viability, ATPlite luminescence, overnight; active compounds read low; cells stimulated with P. aeruginosa culture filtrate; hit rate 0.36% among 360,000; activity change (cytotoxicity), % at 5 µM;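 active = corrected activity change at or below -50% at 5 µM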
CF NFkB inh = inhibitors of PAF-induced NF-kB signaling, primary screen, cell-based, GFP fluorescence, uHTS | AID 588850, 2011 | inhibition, % at 5 µM | KKLEB NF-kB-GFP reporter, GFP fluorescence overnight | hit rate 0.86% among 360,000;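 active = at least 50% inhibition at 5 µM, scaled per plate between neutral and stimulator controls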;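 note: PAF is a Pseudomonas aeruginosa culture filtrate used as stimulus; plate controls were PAF-stimulated DMSO wells for no effect and unstimulated DMSO wells for full effect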
Peg3 prom inh = Peg3 promoter-driven luciferase inhibitors, primary screen, cell-based, HeLa, luciferase luminescence; AID 588405, 2011; inhibition, % at 20 µM; HeLa PEG-Prom luciferase reporter, overnight; hit rate 1.7% among 360,000;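 active = inhibition of at least 50% at 20 µM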
Shn3 3UTR inh = reduction of Shn3 3'UTR firefly luciferase signal, primary screen, Schnurri-3 inhibitor project, cell-based, Clone20 osteoblasts, set 2. inhibition, % at 12.5 µM. AID 588674, 2011. hit rate 0.52% among 360,000. Clone20 osteoblast Shn3 3'UTR firefly luciferase, 24 h;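 active = mean inhibition of at least 75% with every replicate also reaching 75%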;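 note: 0% = median of neutral control wells and 100% = pilot-screen positive control compound; some compounds past the cut are filed as inactive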
TRPM1 prom inh = inhibitors of MITF-dependent TRPM1 promoter reporter, primary screen, cell-based, SK-MEL-5, single point, luciferase | SK-MEL-5 TRPM1 promoter luciferase, 24 h | inhibition, % at 12.5 µM | hit rate 0.83% among 330,000 | AID 488899, 2010;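 active = mean inhibition across replicates of 60% or more, whatever share of single replicates reaches that level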; note: values of inactives mirror those of a sister screen read the other way
NR2E3 ag-2 = NR2E3 agonists in two-hybrid cells, primary screen, cell-based, luminescence, CHO-S, Gal4-NCOR/VP16-NR2E3; inhibition of corepressor binding, % at 3.98 µM; AID 602229, 2012; Photoreceptor-specific nuclear receptor (Homo sapiens), Q9Y5X4; luciferase; hit rate 0.35% among 360,000;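 active = inhibition above the mean of all tested compounds plus 3 SD, cut at about 70% in these data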;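 note: 0% = DMSO with NR2E3 transfected cells and 100% = cells lacking NR2E3 construct; higher means lower luciferase signal from less NR2E3 corepressor binding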
Vif imaging = HIV Vif self-association inhibitors, primary screen, imaging, HEK293T, single point. HEK293T cells, Vif self-association by quenched fluorescence, 24 h. inhibition, % at 7.49 µM. hit rate 0.35% among 340,000. AID 602346, 2012; in the data active = inhibition above about 50%, passing the limit was not always enough; note: some results filed as inactive read as strong as hits
The depositor's hits bear a star; nt = not tested or not shown.

SMILES	CaV13 FRET inh	HIF-2a block	PDI inh	NR2E3 ag-1	KKLEB cytotox	CF NFkB inh	Peg3 prom inh	Shn3 3UTR inh	TRPM1 prom inh	NR2E3 ag-2	Vif imaging
C#CCOCCOCCOCCNc1nc(N2CCN(C(=O)[C@H]([C@@H](C)CC)n3cc([C@@H](N)Cc4ccc(O)cc4)nn3)CC2)nc(N2CCN(C(=O)[C@H](CCCCN)n3cc([C@@H](N)C(C)CC)nn3)CC2)n1 (some centres not stated)	nt	7	9	-3	31	2	-12	-13	5	-3	-2
c1ccc(Cn2ccc(-c3cnc(-c4ccccc4)s3)n2)cc1	0	-195	3	-1	3	-29	-183	-33	-41	-118	3
COc1cc2[nH]c3c(N4CCN(c5ccccn5)CC4)ncnc3c2cc1OC	nt	24	-20	2	6	-22	100*	45	38	19	4
CS(=O)(=O)N(CC(=O)Nc1cccc(F)c1)c1cccc([N+](=O)[O-])c1	-5	21	-4	3	5	-3	6	-7	3	0	-6
CCc1ccc(OCC(=O)NC(NC(=S)Nc2ccc(C)cc2C)C(Cl)(Cl)Cl)cc1 (configuration not stated)	-3	6	1	2	5	-1	13	-9	7	-11	1
O=C(CNc1ccccc1C(=O)O)c1ccccc1	-12	-82	-10	0	-7	11	-53	-29	-23	0	-1
COc1ccc(C(=O)OCC(=O)NC(=O)NC2CCCC2)cc1[N+](=O)[O-]	-9	9	3	nt	12	-20	10	-11	3	-42	14
CCOc1cccc2c1OC1(C)CC2NC(=O)N1Cc1ccccc1 (configuration not stated)	-5	22	-2	nt	-4	12	0	16	-1	5	6
COc1ccccc1CNC(=O)CN(CCc1ccccc1)S(C)(=O)=O	2	19	18	-2	-6	14	0	-11	2	26	-1
CC(C)N(C(=O)COc1ccc(Br)cc1Cl)C(C)C	-6	3	0	-5	-2	-3	5	19	-1	-2	0
CCCCC(=O)NC(N1CCCCC1)C(Cl)(Cl)Cl (configuration not stated)	nt	-3	0	-1	6	4	-12	-31	9	-22	-8
Cc1nc(NC(=O)COC(=O)C2CC2C)c(Cl)cc1Cl (configuration not stated)	-2	11	-1	nt	-27	-11	-23	2	-12	-32	21
COc1ccccc1-c1nc2n(n1)C(c1ccccc1Cl)C(C(N)=O)=C(C)N2 (configuration not stated)	-10	-6	nt	-4	12	-30	6	-9	-1	-11	2
O=C(Nc1nc(-c2ccc(-c3ccccc3)cc2)cs1)c1cc([N+](=O)[O-])ccc1N1CCOCC1	-2	62*	-5	-2	-6	-5	0	6	nt	-12	0
COc1cccc(C(=O)COC(=O)C2CC(=O)N(c3ccc(Oc4ccccc4OC)cc3)C2)c1 (configuration not stated)	-2	5	3	-3	-10	16	-12	-17	-20	-21	7
COc1cccc(NC(=O)C2(C)CCN2C(=O)CCc2ccc(Cl)cc2Cl)c1 (configuration not stated)	-10	-11	7	nt	9	-18	-7	-16	nt	-23	0
Cc1ccc(C(=O)NCC(=O)Nc2ccc3c(c2)OCCO3)cc1	-2	-56	-3	3	-8	-18	-67	-29	-14	-27	-3
Cc1ccccc1Nc1c(-c2ccncc2)nc2ccc(Cl)cn12	-2	9	-1	1	-2	-15	25	-9	7	-37	-1
C#CCn1c(S(=O)(=O)Cc2ccc(F)cc2)nc(-c2ccccc2)c1-c1ccccc1	-5	-6	2	3	3	9	11	21	-17	28	-2
Cc1ccccc1-n1c(SCC(=O)Nc2ccc3c(c2)OCO3)nnc1-c1ccccn1	nt	11	-1	5	4	-20	21	-4	-8	26	-20

Pulled by compound from above (5):
SMILES	CaV13 FRET inh	HIF-2a block	PDI inh	NR2E3 ag-1	KKLEB cytotox	CF NFkB inh	Peg3 prom inh	Shn3 3UTR inh	TRPM1 prom inh	NR2E3 ag-2	Vif imaging
O=C(Nc1nc(-c2ccc(-c3ccccc3)cc2)cs1)c1cc([N+](=O)[O-])ccc1N1CCOCC1	-2	62*	-5	-2	-6	-5	0	6	nt	-12	0
Cc1ccccc1-n1c(SCC(=O)Nc2ccc3c(c2)OCO3)nnc1-c1ccccn1	nt	11	-1	5	4	-20	21	-4	-8	26	-20
COc1ccccc1CNC(=O)CN(CCc1ccccc1)S(C)(=O)=O	2	19	18	-2	-6	14	0	-11	2	26	-1
COc1ccccc1-c1nc2n(n1)C(c1ccccc1Cl)C(C(N)=O)=C(C)N2 (configuration not stated)	-10	-6	nt	-4	12	-30	6	-9	-1	-11	2
Cc1ccccc1Nc1c(-c2ccncc2)nc2ccc(Cl)cn12	-2	9	-1	1	-2	-15	25	-9	7	-37	-1

(listing goes on)
SMILES	CaV13 FRET inh	HIF-2a block	PDI inh	NR2E3 ag-1	KKLEB cytotox	CF NFkB inh	Peg3 prom inh	Shn3 3UTR inh	TRPM1 prom inh	NR2E3 ag-2	Vif imaging
COc1nc(Nc2ccccc2F)nc(OC)n1	-3	-73	-8	1	3	17	-3	-2	-28	8	-4
CC1(C)CC(=O)C2=C(C1)N(c1ccccc1)C(N)=C(C#N)C2c1cccnc1 (configuration not stated)	0	18	-3	3	-3	-2	10	-6	3	-18	-2
O=C(CN1C(=O)NC2(CCCCC2)C1=O)NCc1cccs1	-5	-1	-5	6	10	11	7	4	0	-18	-18
CCCOc1c(OC)cccc1C1CC(=O)Nc2cc(OC)c(OC)c(OC)c21 (configuration not stated)	-6	-5	-6	-3	5	-16	-2	0	3	5	-12
O=C1CCCCCC1C1(O)C(=O)Nc2ccccc21 (configuration not stated)	nt	19	-9	-1	-5	11	22	13	6	-29	2
COc1ccccc1OCc1nnc(SCC(=O)NCc2ccco2)n1-c1ccccc1	nt	-12	-6	2	2	16	21	-25	-1	7	1
Cc1cccn2c(=O)c3cc(C(=O)NCCc4ccccc4)c(=N)n(Cc4ccco4)c3nc12	-3	93*	0	7	-8	4	31	3	-9	-13	-4
Cc1ccc(C2=NN3C(C2)c2ccccc2OC32C(=O)Nc3ccccc32)cc1 (configuration not stated)	nt	-296	-5	0	1	-9	-235	-34	-23	-225	7
CCc1ccccc1OCC(=O)Nc1cccc(S(=O)(=O)NCc2ccco2)c1	-4	-3	-5	1	2	1	-7	-9	-4	9	-12
O=C(O)CCSC1CC(=O)N(c2ccccc2)C1=O (configuration not stated)	-4	12	1	2	-11	2	-5	17	20	-14	-13
CCCCNC(=O)C1(C)CCCCN1C(=O)c1sccc1C (configuration not stated)	-4	9	-8	nt	-9	20	11	-14	nt	10	2
CCOC(=O)CCNC(=O)CCc1nnc(CCCc2ccccc2)o1	-10	-139	2	-1	-5	-14	-69	-23	-38	-9	-1
COc1ccc(-c2nnc(SC(=O)N3c4ccccc4Sc4ccccc43)o2)cc1	nt	-16	6	0	-16	45	51*	10	21	-52	-6
CCc1nnc(NC(=O)c2cccc(S(=O)(=O)N(C)c3ccc(OC)cc3)c2)s1	-6	13	-3	-3	7	-1	14	2	-5	-7	2
CCCCCCN1C=CC(=C2C(=O)c3ccccc3C2=O)C=C1	-9	39	-3	-1	-58*	-20	58*	68	80*	-93	24
CSc1ccccc1NC(=O)c1cc(S(=O)(=O)N(C)C)ccc1N1CCCC1	nt	17	0	3	-16	19	20	15	15	-8	1
COCCNC(=O)[C@@H]1CCCN1C(=O)C1CCN(S(=O)(=O)c2ccc(C)cc2)CC1	-3	3	20	1	-5	11	6	9	8	-6	-5
O=C1c2ccccc2C(=O)N1Cc1nc(-c2ccncc2)no1	-6	10	-6	4	2	2	9	17	-11	-13	nt
Cc1csc(NC(=O)c2ccc3c(=O)n4c(nc3c2)CCCCC4)n1	6	-171	-2	0	4	-10	-175	-47	-71	-138	-1
CC(C)CCNC(=O)NC(=O)COC(=O)/C=C/c1cnc2ccccc2n1	nt	-7	-3	-6	-11	17	11	1	1	0	1
COc1cc(C#Cc2ccc3cc(CCO)oc(=O)c3c2)cc(OC)c1	-11	-365	-2	nt	10	-19	-233	-92	-136	-131	-3

Seven entries from above, sorted by the value under Peg3 prom inh, smallest number first:
SMILES,Peg3 prom inh
CCc1ccccc1OCC(=O)Nc1cccc(S(=O)(=O)NCc2ccco2)c1,-7
COCCNC(=O)[C@@H]1CCCN1C(=O)C1CCN(S(=O)(=O)c2ccc(C)cc2)CC1,6
O=C1c2ccccc2C(=O)N1Cc1nc(-c2ccncc2)no1,9
CC(C)CCNC(=O)NC(=O)COC(=O)/C=C/c1cnc2ccccc2n1,11
COc1ccccc1OCc1nnc(SCC(=O)NCc2ccco2)n1-c1ccccc1,21
COc1ccc(-c2nnc(SC(=O)N3c4ccccc4Sc4ccccc43)o2)cc1,51*
CCCCCCN1C=CC(=C2C(=O)c3ccccc3C2=O)C=C1,58*
